Pf growth 48h: inhibits P. falciparum growth in the first generation, 48 h. hit rate 5.9% among 310,000. P. falciparum luciferase growth in erythrocytes, 48 h. Potency, µM (titrated, usually from 28.7 µM), without a hit: at the highest dose activity change, negative = inhibition, actives largely listed as inhibitors; further: potency means the concentration at half of the fitted maximal effect; on the % scale 0 is the no-effect control and ±100 the full control effect
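Growth was read as firefly luciferase luminescence after a 48 h, 37 C, 5% CO2 exposure of compounds to reporter-bearing P. falciparum cultures (0.1% parasitemia, 2% hematocrit final) in Albumax-supplemented RPMI 1640.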
Cycloheximide cs: counter-screen for Shiga toxin inhibitors: cycloheximide protein synthesis inhibition; cell reporter, cycloheximide protein synthesis inhibition counterscreen; max response, %; hit rate 12% among 300,000; in the data active means max response mostly above about 13%, no sharp cut-off; inactive means mostly below about 14%; further: read at 38.3 µM for the half of the compounds with a filed dose; 0% is about no effect
Giardia FBPA inh: Giardia lamblia aldolase inhibition. A8B2U2. purified Giardia FBPA. Potency, µM (doses to about 59.6 µM), without a hit: at the top dose activity, negative = inhibition, most hits filed as inhibitors. hit rate 0.71% among 290,000; further: potency means the concentration at half of the fitted maximal effect; on the % scale 0 is the no-effect control and ±100 the full control effect; nearly all actives have a fitted effect of over 55% in size
Target sequence (A8B2U2 whole entry, looked up): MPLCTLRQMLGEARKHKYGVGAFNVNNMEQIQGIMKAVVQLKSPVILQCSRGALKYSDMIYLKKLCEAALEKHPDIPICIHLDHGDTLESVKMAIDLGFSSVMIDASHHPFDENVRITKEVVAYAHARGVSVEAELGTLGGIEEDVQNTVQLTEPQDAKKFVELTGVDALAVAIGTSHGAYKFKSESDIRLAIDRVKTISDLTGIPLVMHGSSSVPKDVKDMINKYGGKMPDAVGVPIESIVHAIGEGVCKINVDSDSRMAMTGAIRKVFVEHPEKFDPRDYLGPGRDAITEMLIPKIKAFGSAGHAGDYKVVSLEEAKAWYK
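40 nM FBPA preincubated 10 min at RT with compound (up to 57.5 uM final), then substrate plus GAPDH/TPI/NAD/arsenate coupling and diaphorase/resazurin added. Fluorescence read after 20 min at RT, 525/598 nm.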
Pf growth 96h: inhibits malaria parasite growth, 96 h. P. falciparum luciferase reporter growth, 96 h. Potency, µM (doses to about 28.7 µM), for inactives: at the top dose activity change, negative = inhibition, usual class: inhibitors. hit rate 6.9% among 320,000. AID 504834; further: potency means the concentration at half of the fitted maximal effect; on the % scale 0 is the no-effect control and ±100 the full control effect
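Two-generation exposure (96 h) targets delayed-death phenotype. Reporter parasites carrying integrated firefly luciferase, in red cells at 2% hematocrit and 0.05% parasitemia final, kept at 37 C, 5% CO2; luminescence loss indicates inhibition.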
Shiga inhibitor: inhibitors of Shiga toxin in Vero cells. Vero cells, Shiga toxin protein synthesis inhibition reporter. inhibition, % at 38.7 µM. hit rate 9.2% among 290,000. AID 2315; in the data active means inhibition mostly above about 28%, no sharp cut-off; inactive means mostly below about 43%; further: 0% is about no effect
Sm TGR block: blocks Schistosoma mansoni thioredoxin glutathione reductase. purified TGR, DTNB reduction, TNB absorbance 405 nm. Potency, µM (highest dose often 114 µM), for inactives: at the highest dose activity change, negative = inhibition, actives largely listed as inhibitors. hit rate 3% among 360,000. AID 485364; further: potency means the concentration at half of the fitted maximal effect; on the % scale 0 is the no-effect control and ±100 the full control effect; nearly all actives have a fitted effect of over 60% in size
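TGR 20 nM + NADPH 100 uM (dispensed conc.), cpd preinc 15 min RT; start with NADPH (500 uM addition) then DTNB (15 mM addition). Kinetic TNB absorbance, 405 nm filter. Four-parameter Hill fit across titration.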
Active calls of the source: *; [ ] = dose if it differs, or a comment. Unless noted, the call rests on the fitted dose curve; in most records, active means well fitted curve in the direction sought with a large enough effect; inconclusive means small, poorly fitted or top-dose-only effect, or another doubt; inactive means no such curve, though single readings can be large; an effect the other way counts as inactive or inconclusive.

What do the screens show for `CCn1c(N2CCN(CC(=O)c3c(C)n(C)c4ccc(OC)cc34)CC2)nc2c1c(=O)[nH]c(=O)n2C`?
Pf growth 48h: inconclusive; Cycloheximide cs: -2; Giardia FBPA inh: -10%; Pf growth 96h: 10µM*; Shiga inhibitor: 0; Sm TGR block: inconclusive

How did CCOc1ccc2nc(NC(=O)CSc3nc4ccccc4c(=O)n3Cc3ccco3)sc2c1 do in these assays?
Pf growth 48h: inconclusive; Cycloheximide cs: 0; Giardia FBPA inh: 3%; Pf growth 96h: 1.3µM*; Shiga inhibitor: -1; Sm TGR block: -17%

How did CCCNC(=O)Cn1nc(C(F)(F)F)cc1C do in these assays?
Pf growth 48h: 22%; Cycloheximide cs: 14; Giardia FBPA inh: -2%; Pf growth 96h: 27%; Shiga inhibitor: -32; Sm TGR block: 1%[57.1 µM]

What do the screens show for `COc1ccc(OC)c(-c2cc(C3CCN(c4cc(Cl)nc(N)n4)CC3)[nH]n2)c1`?
Pf growth 48h: inconclusive; Cycloheximide cs: -1; Giardia FBPA inh: -2%; Pf growth 96h: inconclusive; Shiga inhibitor: -14; Sm TGR block: 9%

Results for Cc1nc(NNC(=O)c2ccc([N+](=O)[O-])cc2)cc(-c2ccccc2)n1 ?
Pf growth 48h: 20%; Cycloheximide cs: -2; Giardia FBPA inh: 3%; Shiga inhibitor: 3; Sm TGR block: 6%

What do the screens show for `CC(C)c1cc(-c2cc(-c3ccccc3)on2)nc(NC2CCCC2)n1`?
Pf growth 48h: inconclusive; Cycloheximide cs: -1; Giardia FBPA inh: 5%; Pf growth 96h: 4%; Shiga inhibitor: -5; Sm TGR block: 14%

Results for COc1cc(S(=O)(=O)N2CCN(C(=O)c3ccco3)CC2)ccc1Cl ?
Pf growth 48h: 0%; Cycloheximide cs: -2; Giardia FBPA inh: 14%; Pf growth 96h: inconclusive; Sm TGR block: -1%

How did Cc1ccc(S(=O)(=O)N(C)Cc2ccc(C(=O)NN=C(CC(C)C)CC(C)C)cc2)cc1 do in these assays?
Pf growth 48h: -20%; Cycloheximide cs: -3; Giardia FBPA inh: 8%; Pf growth 96h: inconclusive; Shiga inhibitor: 8; Sm TGR block: 1%

Results for CCCSc1nnc(NC(=O)CSc2nc3[nH]c(=O)cc(O)c3s2)s1 ?
Pf growth 48h: -6%; Pf growth 96h: 2%; Sm TGR block: -4%

Results for O=C(Nc1sc2c(c1C(=O)NC1CC1)CCCCCC2)c1ccco1 ?
Pf growth 48h: -19%; Cycloheximide cs: -1; Giardia FBPA inh: 0%; Pf growth 96h: 11%; Shiga inhibitor: 14; Sm TGR block: inconclusive

Results for CCOC(=O)CCNC(=O)N1CCCC(CCC(=O)N(C)CCc2ccccn2)C1 (configuration not stated) ?
Pf growth 48h: 27%; Cycloheximide cs: 2; Giardia FBPA inh: 3%; Pf growth 96h: 5%; Shiga inhibitor: -4; Sm TGR block: -3%

What do the screens show for `C/C=C(\C)C(=O)NCCN1C2=NC[C@@H](C)N2C[C@H]1Cc1ccc(O)cc1`?
Pf growth 48h: 51%[activator]; Cycloheximide cs: 1; Giardia FBPA inh: -2%; Pf growth 96h: 50%[activator]; Shiga inhibitor: 14; Sm TGR block: inconclusive

Gathered by group, those above with two or more sulfur atoms.
How did CCOc1ccc2nc(NC(=O)CSc3nc4ccccc4c(=O)n3Cc3ccco3)sc2c1 do in these assays?
Pf growth 48h: inconclusive; Cycloheximide cs: 0; Giardia FBPA inh: 3%; Pf growth 96h: 1.3µM*; Shiga inhibitor: -1; Sm TGR block: -17%

Results for CCCSc1nnc(NC(=O)CSc2nc3[nH]c(=O)cc(O)c3s2)s1 ?
Pf growth 48h: -6%; Pf growth 96h: 2%; Sm TGR block: -4%

(more compounds)
What do the screens show for `CCOC(=O)C(CCC#N)(CCC#N)C(=O)OCC`?
Pf growth 48h: 0%; Cycloheximide cs: 2; Giardia FBPA inh: -3%; Shiga inhibitor: -2; Sm TGR block: -26%

Results for CCOc1ccc(CC(=O)NNC(=O)NC2CCCCC2)cc1 ?
Pf growth 48h: 4%; Cycloheximide cs: -3; Giardia FBPA inh: 5%; Pf growth 96h: 21%; Shiga inhibitor: -2; Sm TGR block: 26%

How did O=C(c1ccccc1)N1CCN(CC(O)COC2CCCCC2)CC1 (configuration not stated) do in these assays?
Pf growth 48h: 12%; Cycloheximide cs: -4; Giardia FBPA inh: -11%; Pf growth 96h: -19%; Shiga inhibitor: -9; Sm TGR block: 2%

Results for COc1ccc(C(O)P(=O)(OCc2ccccc2)c2ccc(N(C)C)cc2)cc1 (configuration not stated) ?
Pf growth 48h: -28%; Cycloheximide cs: 1; Giardia FBPA inh: 15%; Pf growth 96h: 3%; Shiga inhibitor: 13; Sm TGR block: 11%

How did Cc1cc(C)c2sc(N(CCCN(C)C)C(=O)CN3C(=O)c4ccccc4C3=O)nc2c1 do in these assays?
Pf growth 48h: -5%; Cycloheximide cs: -11; Giardia FBPA inh: -6%; Pf growth 96h: 18%; Shiga inhibitor: -30; Sm TGR block: 3%

How did O=C(Nc1ccc2c(c1)nc1n2CCSC1)c1ccccc1 do in these assays?
Pf growth 48h: 5%; Cycloheximide cs: 40*; Giardia FBPA inh: -21%; Pf growth 96h: -2%[5.75 µM]; Shiga inhibitor: 43*; Sm TGR block: -8%

Results for Cc1ccc2nc(C(=O)O)c(C(=O)O)nc2c1 ?
Pf growth 48h: -2%; Cycloheximide cs: 2; Giardia FBPA inh: 6%; Shiga inhibitor: -12; Sm TGR block: -1%

What do the screens show for `COc1ccc(CCNC(=O)c2ccc(Cl)cc2Cl)cc1OC`?
Pf growth 48h: 13%; Cycloheximide cs: 7; Giardia FBPA inh: 0%; Pf growth 96h: inconclusive; Shiga inhibitor: 2

Results for COc1cc(Br)cc2cc(C(=O)N3CCN(C(=O)c4ccco4)CC3)c(=O)oc12 ?
Pf growth 48h: 3%; Cycloheximide cs: 7; Giardia FBPA inh: -2%; Pf growth 96h: -5%; Shiga inhibitor: 8; Sm TGR block: -17%

What do the screens show for `C/C(CC(=O)NC12CC3CC(CC(C3)C1)C2)=N\NC(=O)c1ccc(C)cc1`?
Pf growth 48h: 0%; Cycloheximide cs: 10*; Giardia FBPA inh: -6%; Pf growth 96h: 1%; Shiga inhibitor: 18*; Sm TGR block: 0%

Results for CCOC(=O)C1CCCN(S(=O)(=O)c2ccc3c4c2CC(=O)N4CC(C)S3)C1 (configuration not stated) ?
Pf growth 48h: inconclusive; Cycloheximide cs: -4; Giardia FBPA inh: -11%; Pf growth 96h: inconclusive; Shiga inhibitor: -2; Sm TGR block: -23%

How did CC(C)Cc1cc(C(=O)Nc2ccc(Br)cc2)no1 do in these assays?
Pf growth 48h: 110%[activator]; Cycloheximide cs: 36*; Giardia FBPA inh: 3%; Pf growth 96h: 149%[activator]; Shiga inhibitor: 69; Sm TGR block: 2%

Results for CCc1ccc(S(=O)(=O)Nc2ccncc2)cc1 ?
Pf growth 48h: -10%; Cycloheximide cs: -1; Giardia FBPA inh: 5%; Pf growth 96h: -8%; Shiga inhibitor: -9; Sm TGR block: 5%

What do the screens show for `NC(=O)c1ccc(Oc2ccc(C(N)=O)cc2)cc1`?
Pf growth 48h: 15%; Cycloheximide cs: -3; Giardia FBPA inh: 3%; Pf growth 96h: inconclusive; Shiga inhibitor: -7; Sm TGR block: 7%

Results for O=C(Nc1ccc(F)cc1F)c1c(C(F)(F)F)ccnc1Oc1ccccc1 ?
Pf growth 48h: inconclusive; Cycloheximide cs: -2; Giardia FBPA inh: 6%; Pf growth 96h: inconclusive; Shiga inhibitor: 11; Sm TGR block: 9%

How did CCOC(=O)c1sc(NC(=O)CSc2nc3c(cc2C#N)CCCCCC3)c(C#N)c1C do in these assays?
Pf growth 48h: 16%; Cycloheximide cs: -6; Giardia FBPA inh: 2%; Shiga inhibitor: -11; Sm TGR block: 0%

Results for CCSc1nnc(NC(=O)C2CC(=O)N(Cc3ccc(C)cc3)C2)s1 (configuration not stated) ?
Pf growth 48h: -7%; Cycloheximide cs: -1; Giardia FBPA inh: 23%; Pf growth 96h: inconclusive; Shiga inhibitor: -4; Sm TGR block: -3%

What do the screens show for `COc1ccc(NC(=O)c2cn(CCC#N)nc2-c2ccc([N+](=O)[O-])cc2)cc1`?
Pf growth 48h: -29%; Cycloheximide cs: -4; Giardia FBPA inh: 4%; Pf growth 96h: 28%; Shiga inhibitor: -14; Sm TGR block: 19%

What do the screens show for `O=C1N=c2ccccc2=C1c1sc(=O)[nH]c1O`?
Pf growth 48h: inconclusive; Cycloheximide cs: -2; Giardia FBPA inh: -2%; Pf growth 96h: 8%; Shiga inhibitor: -9; Sm TGR block: 1%

What do the screens show for `CCC(=O)Nc1c(C(=O)N2CCN(c3ccccn3)CC2)cnn1-c1ccc(C)cc1`?
Pf growth 48h: -4%; Cycloheximide cs: -4; Giardia FBPA inh: -1%; Pf growth 96h: inconclusive; Shiga inhibitor: 2; Sm TGR block: -4%

What do the screens show for `Cc1noc(C(=O)Nc2sc3c(c2C#N)CCC3)c1Cl`?
Cycloheximide cs: 13; Giardia FBPA inh: -28%; Pf growth 96h: 22%; Shiga inhibitor: 13; Sm TGR block: -15%

How did COc1ccc(NC(=O)CSc2ccc(C)cc2)cc1 do in these assays?
Pf growth 48h: 227%[activator]; Cycloheximide cs: 33*; Giardia FBPA inh: 0%; Pf growth 96h: -22%; Shiga inhibitor: 81*; Sm TGR block: 5%

What do the screens show for `COc1ccc(-c2ccc(-c3noc(C4CCCCC4)n3)c(OC)n2)cc1`?
Pf growth 48h: -30%; Cycloheximide cs: 1; Giardia FBPA inh: 1%; Pf growth 96h: 16%; Shiga inhibitor: -19; Sm TGR block: -18%

How did O=C(NNC(=S)Nc1cccc(C(F)(F)F)c1)c1ccccc1Cl do in these assays?
Pf growth 48h: 55%[activator]; Cycloheximide cs: 0; Giardia FBPA inh: 17%; Pf growth 96h: -3%; Shiga inhibitor: 3; Sm TGR block: 6%

What do the screens show for `CCCn1c(C(C)NC(C)=O)nc2ccccc21` (configuration not stated)?
Pf growth 48h: 6%; Cycloheximide cs: -3; Giardia FBPA inh: 6%; Pf growth 96h: 4%; Shiga inhibitor: -14; Sm TGR block: 4%

How did COC(=O)[C@@]12CCCN1[C@H](c1ccc(SC3CCCCC3)cc1)[C@H]1C(=O)N(C)C(=O)[C@H]12 do in these assays?
Pf growth 48h: 10µM*; Pf growth 96h: inconclusive; Sm TGR block: -12%

Results for COc1cccc(NC(=O)C2CCN(S(=O)(=O)c3ccc4[nH]c(=O)ccc4c3)CC2)c1 ?
Pf growth 48h: inconclusive; Cycloheximide cs: -2; Giardia FBPA inh: 4%; Pf growth 96h: 9.3µM*; Shiga inhibitor: -6; Sm TGR block: 9%

How did CCOC(=O)C(NC(=O)Nc1ccc(Cl)cn1)(Oc1ccc(F)cc1)C(F)(F)F (configuration not stated) do in these assays?
Pf growth 48h: 3%; Cycloheximide cs: -4; Giardia FBPA inh: 7%; Pf growth 96h: 33%[activator]; Shiga inhibitor: -3; Sm TGR block: -30%

How did CC1(C)c2ccccc2-n2c1cc1oc(=O)cc(O)c1c2=O do in these assays?
Pf growth 48h: -17%; Cycloheximide cs: -2; Giardia FBPA inh: -14%; Pf growth 96h: -21%; Shiga inhibitor: -5; Sm TGR block: 14%

How did Cc1c(F)cccc1NS(=O)(=O)c1ccc2c(c1)NC(=O)CO2 do in these assays?
Pf growth 48h: inconclusive; Cycloheximide cs: -7; Giardia FBPA inh: -6%; Pf growth 96h: 476%[activator]; Shiga inhibitor: -11; Sm TGR block: 6%

What do the screens show for `N#CNC1=NCN(Cc2ccccc2)CN1`?
Pf growth 48h: 35%[activator]; Cycloheximide cs: 1; Giardia FBPA inh: 0%; Pf growth 96h: inconclusive; Shiga inhibitor: -8; Sm TGR block: 6%

From PubChem BioAssay
